Compound activity from PubChem.
Apoferritin bind: qHTS Assay for Identification of Novel General Anesthetics; AID 485281, 2010; 0.074% of 350,000 active; apoferritin/1-aminoanthracene competitive binding, fluorescence; Ferritin light chain (Equus caballus), P02791; Potency, µM (titrated, usually from 77.5 µM), without a hit: at the top dose activity change, negative = displacement, hits mostly inhibitors; further: potency means the concentration at half of the fitted maximal effect; on the % scale 0 is the no-effect control and ±100 the full control effect; nearly all actives have a fitted effect of over 20% in size
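In PBS, apoferritin at 10 uM is loaded with 1-AMA from a 50% saturated solution. After 10 min of compound exposure at ambient temperature, reduced 535 nm fluorescence indicates probe displacement.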
APEX1 inh: qHTS Assay for Inhibitors of the Human Apurinic/apyrimidinic Endonuclease 1 (APE1); DNA repair nuclease/redox regulator APEX1 (Homo sapiens), P27695; recombinant APE1, TAMRA/BHQ-2 abasic DNA cleavage fluorescence; Potency, µM (highest dose often 65.8 µM), for the others: at the top dose activity change, negative = inhibition, usual class: inhibitors; 0.35% of 350,000 active; AID 2517, 2012;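 further: potency means the concentration at half of the fitted maximal effect; plate controls were vehicle for no effect and reference inhibitor for full effect; nearly all actives have a fitted effect of over 55% in size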
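Compound pre-exposure to 0.75 nM APE1, 15 min at ambient temperature. Reaction initiated with 50 nM TAMRA/BHQ-2 THF substrate, read immediately in kinetic mode, 525 nm excitation, 598 nm emission.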
TRHR ag: qHTS for Small Molecule Agonists and Allosteric Enhancers of Human TRH Receptor: Primary Screen for Agonists; Thyrotropin-releasing hormone receptor (Homo sapiens), P34981; TRHR cells, calcium flux fluo-8, FDSS agonist mode; activation, % at 2 µM; 0.18% of 360,000 active; AID 493084, 2011; in the data active means activation above about 30%; further: 0% is about no effect
Target sequence (P34981 whole entry, looked up): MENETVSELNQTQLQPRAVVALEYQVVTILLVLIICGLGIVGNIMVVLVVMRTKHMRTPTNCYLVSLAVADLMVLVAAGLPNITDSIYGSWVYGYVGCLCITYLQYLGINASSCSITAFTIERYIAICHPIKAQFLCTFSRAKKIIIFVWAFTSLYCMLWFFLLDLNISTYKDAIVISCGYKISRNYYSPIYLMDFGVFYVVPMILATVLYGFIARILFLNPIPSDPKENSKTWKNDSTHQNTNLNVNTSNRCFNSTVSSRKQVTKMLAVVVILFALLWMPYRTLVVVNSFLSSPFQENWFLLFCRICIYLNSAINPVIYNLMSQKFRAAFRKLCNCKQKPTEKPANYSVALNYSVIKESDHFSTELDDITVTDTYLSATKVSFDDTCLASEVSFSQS
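Steps: seed TRHR cells overnight; add fluo-8 no-wash Ca dye, RT 30 min–1.5 h; record 10 s baseline; pin-transfer compounds; monitor fluorescence 1 cycle/s for the agonist window. Calcium increases flag candidate agonists.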
ALOX12 inh: Primary qHTS assay for inhibitors of human arachidonate 12S-lipoxygenase (ALOX12): Round 2 | Potency, µM (doses to about 108 µM), inactives show top-dose activity change, negative = inhibition, hits mostly inhibitors | purified 12hLO, xylenol orange hydroperoxide absorbance | 1.1% of 580,000 active | Polyunsaturated fatty acid lipoxygenase ALOX12 (Homo sapiens), P18054; further: potency means the concentration at half of the fitted maximal effect; on the % scale 0 is the no-effect control and ±100 the full control effect
Target sequence (P18054 whole entry, looked up): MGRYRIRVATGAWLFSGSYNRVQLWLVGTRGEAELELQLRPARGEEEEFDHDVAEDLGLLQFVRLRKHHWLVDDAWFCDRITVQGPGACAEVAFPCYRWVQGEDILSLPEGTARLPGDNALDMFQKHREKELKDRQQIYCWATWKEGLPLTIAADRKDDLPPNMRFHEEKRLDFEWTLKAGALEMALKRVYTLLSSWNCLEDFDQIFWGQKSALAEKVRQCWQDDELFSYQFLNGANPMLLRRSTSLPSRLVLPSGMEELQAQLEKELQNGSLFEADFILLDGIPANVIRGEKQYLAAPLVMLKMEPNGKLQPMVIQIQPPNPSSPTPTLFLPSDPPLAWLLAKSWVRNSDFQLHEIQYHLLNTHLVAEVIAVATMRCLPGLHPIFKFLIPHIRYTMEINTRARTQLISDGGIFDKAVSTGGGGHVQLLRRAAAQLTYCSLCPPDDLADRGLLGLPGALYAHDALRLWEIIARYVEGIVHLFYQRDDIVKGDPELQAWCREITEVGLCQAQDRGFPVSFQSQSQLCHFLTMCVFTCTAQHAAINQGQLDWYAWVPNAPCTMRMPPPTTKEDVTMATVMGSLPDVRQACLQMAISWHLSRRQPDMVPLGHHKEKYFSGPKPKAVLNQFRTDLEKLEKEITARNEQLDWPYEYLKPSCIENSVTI
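Purified human 12hLO at 150 nM in 25 mM Hepes, 0.01% Triton X-100, pH 7.0, preincubated 15 min at room temperature with compound. Reaction started with 40 uM arachidonic acid, 30 min at room temperature. Hydroperoxide measured by Fe-xylenol orange, 573/405 nm absorbance ratio.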
POLK inh: qHTS for Inhibitors of Polymerase Kappa; AID 588579, 2011; purified Pol kappa, fluorescent DNA synthesis assay, 10 min; DNA polymerase kappa (Homo sapiens), Q9UBT6; Potency, µM (titrated, usually from 107 µM), for inactives: top-dose activity, negative = inhibition, hits mostly inhibitors; 0.53% of 400,000 active; further: potency means the concentration at half of the fitted maximal effect; on the % scale 0 is the no-effect control and ±100 the full control effect
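50 nM final substrate added after 15 min RT preincubation of 10 nM Pol kappa with compound; fluorescence read at 0 and 10 min.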
BLM helicase inh: qHTS Assay for Inhibitors of Bloom's syndrome helicase (BLM); recombinant BLM DNA unwinding, fluorescence dequenching; Potency, µM (series often up to 56.1 µM), for inactives: at the highest dose activity change, negative = inhibition, most hits filed as inhibitors; 0.2% of 350,000 active; AID 2528, 2010;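 further: potency means the concentration at half of the fitted maximal effect; plate controls were vehicle for no effect and no enzyme for full effect; nearly all actives have a fitted effect of over 35% in size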
Pol beta inh: qHTS Assay for Inhibitors of DNA Polymerase Beta; 1.3% of 340,000 active; Pol beta primer extension/strand displacement, fluorescence kinetic; P06746; AID 485314, 2010; Potency, µM (titrated, usually from 114 µM), for the others: top-dose activity change, negative = inhibition, hits mostly inhibitors; further: potency means the concentration at half of the fitted maximal effect; on the % scale 0 is the no-effect control and ±100 the full control effect
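Pol beta (10 nM) was preincubated with compound for 15 min at room temperature. The reaction was then started with 50 nM substrate and read immediately and after a further 10 min at room temperature.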
ERG-DNA inh: qHTS for Small Molecule Inhibitors of the ERG Ets/DNA interaction | Transcriptional regulator ERG (Homo sapiens), P11308 | fluorescence polarization, His-ERG Ets domain / labelled DNA | Potency, µM (doses to about 76.9 µM), for inactives: at the top dose FP activity, negative = inhibition, most hits filed as inhibitors | 0.028% of 370,000 active | AID 624246, 2012; active means well fitted inhibition curve with a large enough effect in the polarisation, with a control signal flat; inconclusive means small, poorly fitted or top-dose-only effect, or effect the other way, or a change in a side signal; inactive means no such curve, though single readings can be large or run the other way; the % refers to the polarisation;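 further: polarization taken with two DNA probes labelled with fluorescein and Texas red; potency means the concentration at half of the fitted maximal effect; % of control where 0% means no effect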
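His-tagged ERG Ets domain (1 uM in the protein solution; 300mM KCl, 50mM Tris-HCl, 1mM EDTA, 1mM DTT, pH 7.5) received compound, then a probe mix of 5 nM fluorescein-DNA and 100nM Texas-615-DNA. Fluorescence polarization was read for both dyes.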
Pol iota inh: qHTS for Inhibitors of Polymerase Iota. DNA polymerase iota (Homo sapiens), Q9UNA4. Pol iota fluorescent replication assay, 10 min. Potency, µM (top dose mostly 115 µM), for the others: at the highest dose activity, negative = inhibition, usual class: inhibitors. 1% of 390,000 active. AID 588590, 2011; further: potency means the concentration at half of the fitted maximal effect
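Pol iota at 10 nM preincubated 15 min with compounds at room temperature; reaction started with fluorescent substrate, 50 nM final. Fluorescence read kinetically at 0 and 10 min; buffer-only wells as negative control.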
The depositor's hits bear a star; & = joins results of further samples; [ ] = remark or other dose. Unless noted, the call rests on the fitted dose curve; in most records, active means well fitted curve in the direction sought with a large enough effect; inconclusive means small, poorly fitted or top-dose-only effect, or another doubt; inactive means no such curve, though single readings can be large; an effect the other way counts as inactive or inconclusive. Only part of the results is shown; the hit share may differ from the screen's.

For O=C(/C=C/c1ccc(S(=O)(=O)NCc2ccco2)cc1)N1CCN(c2ccccc2)CC1 the results were Apoferritin bind -14%, APEX1 inh inconclusive, TRHR ag -0.6, ALOX12 inh 17%, POLK inh -12%, BLM helicase inh -7%, Pol beta inh 1%, ERG-DNA inh -6% and Pol iota inh 28%.
Screening O=C(NC(NC(=S)Nc1ccccc1)C(Cl)(Cl)Cl)c1cccc(Cl)c1 (stereo not drawn) returned Apoferritin bind -21%, APEX1 inh -5%, TRHR ag 0.4, ALOX12 inh inconclusive, POLK inh -7%, BLM helicase inh -11%, Pol beta inh 15% and Pol iota inh inconclusive.
For O=C(O)c1ccc(N/N=C/c2ccc3c(c2)OCO3)cc1 the results were Apoferritin bind -5%, APEX1 inh 5%, TRHR ag -0.6, ALOX12 inh inconclusive, POLK inh -8%, BLM helicase inh -5%, Pol beta inh 21%, ERG-DNA inh 7% and Pol iota inh 23%.
Screening O=C(OCn1ncc(Cl)c(Cl)c1=O)c1ccccc1Cl returned Apoferritin bind inconclusive, APEX1 inh -6%, TRHR ag -1.0, ALOX12 inh -34%, POLK inh -4%, BLM helicase inh -6%, Pol beta inh 10%, ERG-DNA inh -16% and Pol iota inh inconclusive.
For CCn1ccc2c(OCC(=O)NCc3ccc(C)cc3)cccc2c1=O the results were Apoferritin bind -3%, TRHR ag -0.4, ALOX12 inh -25%, POLK inh -3%[60.1 µM], BLM helicase inh -2%, Pol beta inh 7%, ERG-DNA inh 0% and Pol iota inh 33%[activator].
For Oc1ccc(Cl)cc1CNCC1CCCCC1 the results were APEX1 inh 11%, TRHR ag 0.4, ALOX12 inh inconclusive, POLK inh 0%, ERG-DNA inh 13% and Pol iota inh inconclusive.
CCCC(=O)Nc1nn(CCC)c2nc3ccccc3cc12 was read as Apoferritin bind 36%[activator], APEX1 inh -2%, TRHR ag -0.8, ALOX12 inh -11%, POLK inh -26%, BLM helicase inh 3%, Pol beta inh 6%, ERG-DNA inh 5% and Pol iota inh inconclusive.
`CCN(C(=O)Cn1ncc2c1-c1cc(C)ccc1OC2)c1cc(Cl)ccc1OC` gave Apoferritin bind -4%, TRHR ag 0.1, ALOX12 inh -5%, POLK inh 3%, BLM helicase inh -4%, Pol beta inh 23%, ERG-DNA inh 3% and Pol iota inh -2%.
Screening C=CCOc1cccc(C2C(C(=O)c3ccc(C)o3)=C(O)C(=O)N2CCN(C)C)c1 (stereo not drawn) returned Apoferritin bind inconclusive, APEX1 inh -1%, TRHR ag 0.1, ALOX12 inh inconclusive, POLK inh 12%, BLM helicase inh -1%, Pol beta inh 11%, ERG-DNA inh 1% and Pol iota inh 1%.
`Cc1cc(OCc2cc(C(=O)NC(C)c3c(C)nn(C)c3C)no2)cc(C)c1Cl` (stereo not drawn) gave Apoferritin bind inconclusive, APEX1 inh 4%, TRHR ag -0.1, ALOX12 inh -39%, POLK inh -7%, BLM helicase inh -7%, Pol beta inh -13%, ERG-DNA inh -2% and Pol iota inh 18%.
Cc1nc(SCC(=O)Nc2ccc(F)cc2)c2oc3ccccc3c2n1 was read as Apoferritin bind -9%, APEX1 inh -1%, TRHR ag -0.3, ALOX12 inh inconclusive, POLK inh 11%, BLM helicase inh -2%, Pol beta inh 7%, ERG-DNA inh 4% and Pol iota inh -8%.
For Cc1cccc(C(=O)Nc2nnc(SCc3cc(=O)n4cccc(C)c4n3)s2)c1 the results were Apoferritin bind -4%, TRHR ag 0.8, ALOX12 inh 1%, POLK inh -8%[60.1 µM], BLM helicase inh -13%, Pol beta inh 1%, ERG-DNA inh 0% and Pol iota inh 9%.
For Cc1ccc(NC(=O)Cn2cnc3cc([N+](=O)[O-])ccc3c2=O)c(Cl)c1 the results were Apoferritin bind -14%, APEX1 inh 13%, TRHR ag -0.8, ALOX12 inh 14%, POLK inh -6%, BLM helicase inh -1%, Pol beta inh -1%, ERG-DNA inh -14% and Pol iota inh -12%.
For CC1CCN(C(=O)c2cc3c(ccc4ccccc43)o2)CC1 the results were Apoferritin bind -15%, APEX1 inh 16%, TRHR ag 0.2, ALOX12 inh 45µM*, POLK inh 16%, BLM helicase inh -3%, Pol beta inh -18%, ERG-DNA inh 2% and Pol iota inh -4%.
For CN(C)C(=O)COC(=O)/C=C/c1cn(-c2ccccc2)nc1-c1cccs1 the results were Apoferritin bind -11%, APEX1 inh -7%, TRHR ag 0.0, ALOX12 inh 0%, POLK inh -15%, BLM helicase inh -5%, Pol beta inh -22%, ERG-DNA inh -4% and Pol iota inh 26%.
For CC(=O)c1cccc(NC(=O)CSc2ccc(-c3ccccn3)nn2)c1 the results were Apoferritin bind -19%, APEX1 inh -7%, TRHR ag 0.1, ALOX12 inh 10%, POLK inh -10%, BLM helicase inh -8%, Pol beta inh 1%, ERG-DNA inh -1% and Pol iota inh 20%.
For Cn1c(=O)c2c(nc(NCc3ccco3)n2CCc2ccccc2)n(C)c1=O the results were Apoferritin bind -12%, APEX1 inh -1%, TRHR ag -0.9, ALOX12 inh -7%, POLK inh -8%, BLM helicase inh -5%, Pol beta inh 5%, ERG-DNA inh 11% and Pol iota inh inconclusive.
Cc1cc(C)cc(NC(=S)N(C)C)c1 was read as Apoferritin bind 5%, APEX1 inh -3%, TRHR ag 0.7, ALOX12 inh 346%[activator], POLK inh 6%, BLM helicase inh 1%, Pol beta inh 0%, ERG-DNA inh 3% and Pol iota inh 47%[activator].
For Cc1cccc(OCC(=O)Nc2ccccc2N2CCCC2)c1C the results were APEX1 inh -21%, TRHR ag 0.0, ALOX12 inh 8%, POLK inh -11%, ERG-DNA inh 3% and Pol iota inh 0%.
COc1ccc(CCNC(=O)CS(=O)Cc2nc(-c3ccc(C)cc3)oc2C)c(OC)c1 (stereo not drawn) was read as Apoferritin bind -8%, TRHR ag -0.9, ALOX12 inh -10%&2%, POLK inh -9%[60.1 µM], BLM helicase inh 3%, Pol beta inh 13%, ERG-DNA inh 4% and Pol iota inh 13%.

Of the compounds above, these contain an aryl thioether with sulfur outside any ring:
Cc1nc(SCC(=O)Nc2ccc(F)cc2)c2oc3ccccc3c2n1 was read as Apoferritin bind -9%, APEX1 inh -1%, TRHR ag -0.3, ALOX12 inh inconclusive, POLK inh 11%, BLM helicase inh -2%, Pol beta inh 7%, ERG-DNA inh 4% and Pol iota inh -8%.
For Cc1cccc(C(=O)Nc2nnc(SCc3cc(=O)n4cccc(C)c4n3)s2)c1 the results were Apoferritin bind -4%, TRHR ag 0.8, ALOX12 inh 1%, POLK inh -8%[60.1 µM], BLM helicase inh -13%, Pol beta inh 1%, ERG-DNA inh 0% and Pol iota inh 9%.
For CC(=O)c1cccc(NC(=O)CSc2ccc(-c3ccccn3)nn2)c1 the results were Apoferritin bind -19%, APEX1 inh -7%, TRHR ag 0.1, ALOX12 inh 10%, POLK inh -10%, BLM helicase inh -8%, Pol beta inh 1%, ERG-DNA inh -1% and Pol iota inh 20%.

New compounds follow.
For S=c1[nH]nc(Cc2n[nH]c(=S)n2-c2ccccc2)n1-c1ccccc1 the results were Apoferritin bind -2%, APEX1 inh 9%, TRHR ag 0.4, ALOX12 inh 5%, POLK inh -2%, BLM helicase inh -3%, Pol beta inh 17%, ERG-DNA inh inconclusive and Pol iota inh -19%.
`CC(C)CNC(=O)Cn1nc(C(F)(F)F)c2c1CCCC2` gave Apoferritin bind -12%, APEX1 inh -1%, TRHR ag -0.5, ALOX12 inh -5%, POLK inh -1%, BLM helicase inh -4%, Pol beta inh 2%, ERG-DNA inh 13% and Pol iota inh 27%.
For C[C@H](CO)N1C[C@H](C)[C@@H](CN(C)S(=O)(=O)c2ccc(F)cc2)Oc2c(NC(=O)CCC(F)(F)F)cccc2C1=O the results were APEX1 inh -3%, ALOX12 inh 10%, POLK inh 9%, ERG-DNA inh 0% and Pol iota inh 25%.
`Cc1ccc(CNC(=O)CCSCc2ccc(C)cc2)cc1` gave Apoferritin bind -23%, APEX1 inh 4%, TRHR ag -0.7, ALOX12 inh -4%, POLK inh 5%, BLM helicase inh -6%, Pol beta inh -14%, ERG-DNA inh 9% and Pol iota inh 141%[activator].
COc1ccc(N2CCN(C(CNC(=O)C3CCCCC3)c3ccco3)CC2)cc1 (stereo not drawn) was read as APEX1 inh 12%, TRHR ag 0.4, ALOX12 inh -7%, POLK inh -5%, ERG-DNA inh -7% and Pol iota inh 14%.
CCn1cc(CNC(=O)c2cc(-c3ccc(C)c(C)c3)nc3ccccc23)c(C)n1 was read as Apoferritin bind 49%[activator], TRHR ag -1.0, ALOX12 inh -8%, POLK inh -21%, BLM helicase inh -13%, Pol beta inh -3%, ERG-DNA inh 2% and Pol iota inh -9%.
CC(OC(=O)c1cccnc1Cl)C(=O)Nc1ccc2c(c1)OCO2 (stereo not drawn) was read as APEX1 inh 11%, ALOX12 inh 170%[activator], POLK inh 7%, ERG-DNA inh 8% and Pol iota inh 26%.
CC1=CC(C)(C)Nc2cc(C)c(C)cc21 was read as Apoferritin bind inconclusive, APEX1 inh -5%, TRHR ag 0.1, ALOX12 inh inconclusive, POLK inh -3%, BLM helicase inh 2%, Pol beta inh 6%, ERG-DNA inh -3% and Pol iota inh -16%.
